Source: PubChem (several laboratories)
IDE act – IDE (human) activation, cell-based. activation, % at 5.96 µM. AID 493087. P14735. hit rate 0.073% among 340,000. HEK cells, FAbeta-B cleavage, fluorescence polarization; 0% vehicle, 100% cell-free pure enzyme wells;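 active = activation above the mean of all tested compounds plus 3 SD, set per screening campaign, cut at about 17% in these data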
Target sequence (P14735 whole entry, looked up): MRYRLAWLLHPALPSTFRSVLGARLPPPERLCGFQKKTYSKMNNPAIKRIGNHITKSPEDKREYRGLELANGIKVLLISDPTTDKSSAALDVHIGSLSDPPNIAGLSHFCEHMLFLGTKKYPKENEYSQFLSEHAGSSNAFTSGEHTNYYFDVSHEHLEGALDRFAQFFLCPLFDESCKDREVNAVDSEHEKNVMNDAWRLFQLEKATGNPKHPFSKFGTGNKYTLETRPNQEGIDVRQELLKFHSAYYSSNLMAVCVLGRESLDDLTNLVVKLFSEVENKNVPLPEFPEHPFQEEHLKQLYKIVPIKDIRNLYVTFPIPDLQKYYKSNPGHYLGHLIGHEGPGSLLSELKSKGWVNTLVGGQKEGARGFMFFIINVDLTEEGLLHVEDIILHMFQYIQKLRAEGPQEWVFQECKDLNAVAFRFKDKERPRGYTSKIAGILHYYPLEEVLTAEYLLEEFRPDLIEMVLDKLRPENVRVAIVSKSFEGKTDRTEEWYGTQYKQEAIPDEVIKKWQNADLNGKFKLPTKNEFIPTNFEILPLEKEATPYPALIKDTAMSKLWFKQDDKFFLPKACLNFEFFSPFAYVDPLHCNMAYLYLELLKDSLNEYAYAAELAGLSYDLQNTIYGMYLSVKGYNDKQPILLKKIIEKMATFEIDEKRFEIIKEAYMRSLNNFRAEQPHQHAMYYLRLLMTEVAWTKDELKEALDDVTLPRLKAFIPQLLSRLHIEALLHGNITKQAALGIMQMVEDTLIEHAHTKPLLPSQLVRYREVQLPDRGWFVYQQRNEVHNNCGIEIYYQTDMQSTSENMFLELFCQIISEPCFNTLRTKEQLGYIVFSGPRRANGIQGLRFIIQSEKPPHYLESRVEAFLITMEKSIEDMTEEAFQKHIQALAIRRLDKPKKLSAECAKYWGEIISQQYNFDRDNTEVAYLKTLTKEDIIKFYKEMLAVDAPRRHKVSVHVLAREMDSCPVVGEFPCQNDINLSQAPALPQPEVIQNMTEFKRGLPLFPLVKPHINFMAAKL
VIM-2 inhibitor – inhibitors of Pseudomonas aeruginosa VIM-2 metallo-beta-lactamase; purified VIM-2, nitrocefin hydrolysis, epi-absorbance fluorescence; inhibition, % at 5.6 µM; hit rate 0.89% among 290,000; AID 1527;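 active = inhibition above the mean of all tested compounds plus 3 SD, cutoff set per screening run, cut at about 7.5% in these data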;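 note: red hydrolysis product quenches plate fluorescence so inhibitors raise well fluorescence; 0% = enzyme with DMSO and 100% = DMSO without enzyme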
PHOSPHO1 block – PHOSPHO1 (human) inhibition. Q8TCT1. recombinant PHOSPHO1, absorbance phosphatase assay. inhibition, % at 13.3 µM. hit rate 1.1% among 290,000; in the data active = inhibition above about 60%
IMP-1 inhibitor – inhibitors of Pseudomonas aeruginosa IMP-1 metallo-beta-lactamase. purified IMP-1, nitrocefin hydrolysis, epi-absorbance fluorescence. inhibition, % at 5.6 µM. hit rate 0.45% among 290,000;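 active = inhibition above the mean plus 3 SD of all compounds in the same screening run, cut at about 4.5% in these data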;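 note: 0% = IMP-1 with DMSO and 100% = DMSO wells lacking enzyme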
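assay system = purified recombinant IMP-1 metallo-beta-lactamase enzyme | schedule = 15 min preincubation plus 25 min reaction at 25 °C | signal = Epi-absorbance fluorescence, 480 nm excitation, 530 nm emission | read-out basis = percent inhibition from optical density relative to buffer-blank wells | controls = IMP-1 with DMSO as 0%, enzyme-free DMSO as 100%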
IDE cell inh – inhibits human insulin-degrading enzyme in HEK cells | P14735 | FAbetaB cleavage, fluorescence polarization | inhibition, % at 5.59 µM | hit rate 0.41% among 320,000;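 active = percent inhibition above the average of all tested compounds plus 3 SD, set per screening campaign, cut at about 16% in these data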;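 note: IDE supplied by intact live HEK cells; FP after avidin binding of uncleaved biotin substrate so inhibition keeps polarization high; 0% = DMSO wells and 100% = 60 µM reference IDE inhibitor Ii1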
GPR7 antagonist – blocks human GPR7 receptor signaling | AID 1861 | P48145 | inhibition, % at 4.4 µM | GPR7-expressing cells, fluorescence antagonist assay | hit rate 1.1% among 290,000; in the data active = inhibition above about 16%, passing the limit was not always enough;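 note: cells stimulated with the agonist NPW; 0% = agonist with vehicle and 100% = vehicle without agonist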
NALP1 inh – blocks the NALP1 inflammasome reconstituted in yeast. S. cerevisiae NALP1/ASC/caspase-1 growth, X-gal OD620, 72 h. inhibition, % at 10 µM. hit rate 0.61% among 280,000. AID 2071; in the data active = inhibition mostly above about 24%, no sharp cut-off; inactive = mostly below about 32%; note: some compounds called inactive have numbers as strong as hits
p-CIP stab down – p/CIP protein destabilization. F442A p/CIP-EGFP cells, EGFP fluorescence, 16 h. decrease of EGFP signal, % at 10 µM. hit rate 0.01% among 290,000;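 active = EGFP signal decrease of at least 30% at 10 µM or well 3 SD below plate mean, unless failing retest; inactive = the rest, including hits failing retest or dose response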; note: some compounds called inactive have numbers as strong as hits; many of its hits are not listed in these tables
PfM18AAP inh – PfM18AAP enzyme inhibition. recombinant PfM18AAP, H-Glu-NHMec fluorogenic cleavage. inhibition, % at 7.35 µM. hit rate 1.2% among 290,000. AID 1822;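 active = inhibition above the campaign mean inhibition over all tested compounds plus 3 SD, cut at about 28% in these data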;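 note: 0% = plate median of test compound wells and 100% = 2 mM ZnCl2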
* hit, by the source's call; x = not tested or not shown. Not a hit list; 5.3% or so of the library scored in one or more.

#	IDE act	VIM-2 inhibitor	PHOSPHO1 block	IMP-1 inhibitor	IDE cell inh	GPR7 antagonist	NALP1 inh	p-CIP stab down	PfM18AAP inh	SMILES
1	-3	-3.8	0	-2.9	0	-7	-6	-11	1	O=C(CSc1nc2ccccc2c(=O)n1CC1CCCO1)NCC1CCCO1 (stereo unspecified)
2	1	0.2	29	3.5	-2	13	5	2	-2	COc1ccc(CNC(=O)c2cc3cc(OC)ccc3oc2=O)cc1
3	3	-4.1	-32	-3.9	9	-13	13	-12	-1	CC(C)n1c(N2CCN(CC(=O)NCc3cccs3)CC2)nc2ccccc21
4	8	0.1	-12	-1.0	5	7	1	-10	14	CCN(CC)c1ccc(NC(=O)CSc2nc3ccccc3c(=O)n2-c2cc(S(=O)(=O)N(C)C)ccc2C)cc1
5	5	-3.4	24	-5.1	3	-5	3	-5	3	CCC(C)(C)NC(=O)CN(C(=O)CCC(=O)Nc1nccs1)c1ccc(C)cc1
6	-3	-2.6	-7	-1.1	0	-13	18	-2	3	Clc1cccc2sc(N3CCCCC3)nc12
7	4	0.8	4	-0.2	-1	11	30	7	-8	CC(C)CC(=O)NC(=S)Nc1ccccn1
8	3	-2.7	12	-1.5	7	-8	20	-3	-8	Cc1ccc(C(=O)C(=S)N2CCOCC2)cc1
9	4	1.6	27	0.4	9	-8	-7	-9	-12	O=C(c1cccnc1)N1CCC(Oc2ccc(C(=O)N3CCCC(O)C3)cc2)CC1 (stereo unspecified)
10	0	-2.3	-18	-3.2	1	-7	8	-3	-5	COc1ccc(NC(=O)/C=C/c2ccc(Br)o2)cn1
11	-3	-2.3	8	-1.4	4	-4	31	-3	2	Cc1nnc(SCC(=O)N/N=C/c2ccc(-c3ccc(C)c(Cl)c3)o2)s1
12	3	-3.8	-14	-1.9	3	3	-7	-8	-3	Cc1ccc(N2CC(C(=O)Nc3ccc(S(=O)(=O)Nc4nccc(C)n4)cc3)CC2=O)cc1 (stereo unspecified)
13	3	-0.7	46	-2.3	0	-14	3	-6	8	COc1ccc(C2/C(=C(/O)c3ccccc3)C(=O)C(=O)N2c2ccccn2)cc1 (stereo unspecified)
14	2	1.2	2	2.5	0	18	9	-14	13	COc1ccc(S(=O)(=O)Nc2ccc(S(=O)(=O)N3CCCCC3)cc2)cc1C
15	2	-3.2	24	-3.1	-1	-5	-5	2	2	Cc1cc(F)ccc1NC(=O)CCc1c(C)nn(-c2ccc(N3CCCCC3)nn2)c1C
16	4	-4.4	6	1.1	-3	-9	-10	-6	-4	CCOC(=O)c1c(C)[nH]c(C(=O)OCC(=O)N2CCN(S(=O)(=O)c3ccccc3)CC2)c1C
17	5	-1.6	-12	0.3	3	5	21	-1	-1	O=C(CCCCCCCC(=O)NNC(=O)Nc1ccccc1)NNC(=O)Nc1ccccc1
18	x	2.3	21	-2.4	x	-8	-13	-14	5	Nc1nnc(-c2cc3c(ccc4ccccc43)oc2=O)s1
19	3	-2.8	9	-2.6	1	1	-9	-13	1	Cn1c(=O)[nH]c(=O)c2c1nc(N1CCCCC1)n2CCSc1nc2ccccc2o1
20	1	-3.8	-5	-3.3	-4	-6	35	6	-2	O=C(NCc1ccccc1)Nc1cccn(Cc2cccc(F)c2)c1=O
21	-9	11*	30	-0.7	0	5	19	6	11	Nc1nc(SCC(=O)N2N=C(c3ccc(Cl)cc3)CC2c2ccco2)n[nH]1 (stereo unspecified)
22	3	-5.5	18	-3.3	9	-9	3	-4	9	Cc1ccc(S(=O)(=O)Oc2ccc(/C=N/N=C3/NC(=O)C(CC(=O)O)S3)cc2)cc1[N+](=O)[O-] (stereo unspecified)
23	6	-2.0	26	-2.6	-3	-15	-14	-18	3	COc1ccc(CCNC(=O)C(=O)NCCCN2CCOCC2)cc1
24	6	1.0	8	0.7	-1	12	6	0	-5	CC(C)(C)C(=O)Nc1ccccc1C(=O)N1CCCC1
25	-3	0.3	9	-3.4	1	-8	33*	-1	-1	C=CCc1c(C)c(C#N)c2nc3ccccc3n2c1NCCN(C)C
26	6	-3.3	-3	-3.1	-2	-2	-8	-14	14	CCOC(=O)C1CN(C(C)(C)C)C(=O)C1=O (stereo unspecified)
27	2	-3.0	32	-2.4	-3	-2	12	3	2	CCCn1c(SCC(=O)NC2CCCCC2)nnc1-c1ccco1
28	1	-0.1	48	-2.5	1	-6	5	-15	-12	Cn1cc(CN(Cc2ccccn2)C[C@@H]2CCC(=O)N2)c(-c2ccccc2F)n1
29	-1	-1.1	-32	-0.3	0	-1	-3	-8	0	Cc1cccc(C)c1NC(=O)/C(C#N)=C/c1cccs1
30	3	-4.7	6	-2.3	-3	-6	30	-13	6	CNS(=O)(=O)c1ccc(NC(=O)c2ccccn2)cc1
31	4	-0.2	-13	-1.8	0	-7	8	-4	-8	Nc1c(C(=O)NCc2ccccc2)nnn1Cc1ccccc1
32	0	-1.9	-4	-1.2	5	-9	17	4	4	O=C(COc1ccc(C(=O)c2ccccc2)cc1)NCC1CCCCC1
33	x	-1.0	-57	-1.1	10	-9	-7	-2	-9	O=c1c2cc(N3CCOCC3)ccc2[nH]c(=S)n1CCCN1CCN(c2ccccc2F)CC1
34	-3	-0.9	-20	1.3	4	3	x	1	6	FC(F)(F)Oc1ccc(NC(=S)Nc2ccc(OC(F)(F)F)cc2)cc1
35	4	-2.2	31	-3.3	3	-9	-1	-20	6	Cc1ccc(NC(=O)CCNC(=O)Cn2cnc3ccccc3c2=O)cc1F
36	3	-1.7	32	1.2	0	-8	-10	-11	-3	CC(=O)NC(NC(=S)Nc1ccc(N=Nc2ccccc2)cc1)C(Cl)(Cl)Cl (stereo unspecified)
37	3	-0.1	-15	-2.9	2	1	-5	-4	-12	NS(=O)(=O)c1cccc(NC(=O)CSc2ccccn2)c1
38	2	-1.5	-1	-2.7	5	-26	6	4	4	COc1ccc(N(C(C)C(=O)N/N=C/c2ccc(OC)c(OC)c2)S(C)(=O)=O)cc1 (stereo unspecified)
39	3	-1.7	44	-1.7	0	-18	-2	12	-4	Cc1cc(Cl)c(S(=O)(=O)N2CCN(c3ccccn3)CC2)cc1OCC(N)=O
40	4	-1.8	36	1.4	1	12	-5	-4	-15	Cc1ccc(S(=O)(=O)NCCSCc2ccco2)cc1
41	6	-1.8	-5	-1.3	5	-6	12	2	-4	Cc1ccc(C(C(=O)NC(C)(C)C)N(CC2CCCO2)C(=O)Cn2nnc(-c3ccc(C)o3)n2)cc1 (stereo unspecified)
42	-1	-5.6	x	-8.0	-1	-9	1	-29	1	CCOc1ccc(Nc2ccc([N+](=O)[O-])c3nonc23)cc1
43	3	-0.8	47	-1.9	-2	-9	22	-1	1	CN1C(C(=O)Nc2ccc(OC(F)(F)F)cc2)=CC(c2ccc3c(c2)OCO3)=NS1(=O)=O
44	-5	-8.7	18	-2.1	2	-9	-7	-6	4	CCC(C)(C)n1nnnc1C(c1cc2cc(C)cc(C)c2[nH]c1=O)N1CCN(C(=O)c2ccco2)CC1 (stereo unspecified)
45	3	-1.9	11	-2.8	5	-1	-6	1	0	CC(C)(C)n1nnnc1C(c1cccnc1)N(Cc1ccccc1)Cc1cccs1 (stereo unspecified)

Fetched by structure from the list above (two):
#	IDE act	VIM-2 inhibitor	PHOSPHO1 block	IMP-1 inhibitor	IDE cell inh	GPR7 antagonist	NALP1 inh	p-CIP stab down	PfM18AAP inh	SMILES
38	2	-1.5	-1	-2.7	5	-26	6	4	4	COc1ccc(N(C(C)C(=O)N/N=C/c2ccc(OC)c(OC)c2)S(C)(=O)=O)cc1 (stereo unspecified)
36	3	-1.7	32	1.2	0	-8	-10	-11	-3	CC(=O)NC(NC(=S)Nc1ccc(N=Nc2ccccc2)cc1)C(Cl)(Cl)Cl (stereo unspecified)

Records listed so far printed as active in VIM-2 inhibitor:
#	IDE act	VIM-2 inhibitor	PHOSPHO1 block	IMP-1 inhibitor	IDE cell inh	GPR7 antagonist	NALP1 inh	p-CIP stab down	PfM18AAP inh	SMILES
21	-9	11*	30	-0.7	0	5	19	6	11	Nc1nc(SCC(=O)N2N=C(c3ccc(Cl)cc3)CC2c2ccco2)n[nH]1 (stereo unspecified)

One compound at a time, from the list above. Order of values: IDE act	VIM-2 inhibitor	PHOSPHO1 block	IMP-1 inhibitor	IDE cell inh	GPR7 antagonist	NALP1 inh	p-CIP stab down	PfM18AAP inh
Cc1ccc(C(C(=O)NC(C)(C)C)N(CC2CCCO2)C(=O)Cn2nnc(-c3ccc(C)o3)n2)cc1 (stereo unspecified) is listed as 6	-1.8	-5	-1.3	5	-6	12	2	-4
O=C(COc1ccc(C(=O)c2ccccc2)cc1)NCC1CCCCC1 is listed as 0	-1.9	-4	-1.2	5	-9	17	4	4

(listing goes on)
#	IDE act	VIM-2 inhibitor	PHOSPHO1 block	IMP-1 inhibitor	IDE cell inh	GPR7 antagonist	NALP1 inh	p-CIP stab down	PfM18AAP inh	SMILES
46	4	-4.6	22	-3.9	1	-4	x	-6	3	O=c1c2cc3c(nc2[nH]c(=S)n1-c1ccccc1)CCCC3
47	-4	-0.9	-1	-2.3	-1	-3	-13	4	-4	Cc1ccc(C(=O)NC(=S)NCc2cccnc2)cc1
48	-3	8.9*	89*	-3.3	6	1	0	-6	14	COc1ccccc1-c1n[nH]c(=S)n1-c1ccccc1
49	-4	-1.6	-3	1.1	6	-5	-1	-5	1	CCn1c(/C=C/c2c(C)n(CC)c3ccccc23)nc2ccccc2c1=O
50	4	-3.0	-14	-3.1	4	-11	9	-4	0	CCOC(=O)c1c(-c2ccc(C)cc2)csc1NC(=O)c1ccc(N2C(=O)CCC2=O)cc1
51	1	1.1	24	-1.5	5	3	19	-18	-5	N#C/C(=C\c1ccc2c(c1)OCCO2)C(=O)Nc1ccc(C(=O)O)cc1
52	1	-6.2	23	-3.9	4	6	17	1	5	O=C(Cc1cnc2ncnn2c1)N1CCc2c([nH]c3ccccc23)C1c1ccccn1 (stereo unspecified)
53	6	-0.6	34	1.4	4	6	25	10	5	Cc1[nH]c(C)c(S(=O)(=O)N(Cc2ccccc2)C(C)C)c1C(=O)N1CCCC1
54	4	-2.1	31	-0.1	x	0	4	-9	1	O=C(CCCn1nnnc1CN1CCOCC1)N1CCC(c2ccccc2F)C1 (stereo unspecified)
55	0	-0.3	-3	-1.2	-2	-11	7	-21	2	Cn1c(=O)n(C)c2cc(C(=O)c3ccccc3)ccc21
56	3	-4.9	37	-2.8	3	-14	-15	-4	-7	Cc1cnc(C(=O)N2CCCC(C(=O)c3ccc(Cl)cc3C)C2)cn1 (stereo unspecified)
